Screens (PubChem BioAssay)
Rad51 HR inh: blocks human Rad51 in homologous recombination. inhibition, % at 10 µM. hit rate 0.085% among 200,000. hRad51 DNA strand exchange, fluorescence dequenching. Q06609;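 active = inhibition above 40% at the single screening dose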;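 also: 0% = DMSO control wells and 100% = blanks with heterologous ssDNA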
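Read-out basis: percent inhibition relative to plate controls and blanks / Assay system: human Rad51 nucleoprotein filaments preassembled on unlabelled ssDNA / Timing: filaments 15 min 37 °C, then compound 30 min / Control set: per-plate controls and blanks / Technique: fluorescence dequenching at 485/520 nm / Compound: 10 µM final, single point / Also added: Fluorescein- and BHQ1-tagged 47-mer duplex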
eIF4E 4G PPI: inhibitors of eIF4E and eIF4G interaction in translation initiation; TR-FRET eIF4E-eIF4GI(517-606) binding, 2 h; P63073+Q04637; hit rate 0.37% among 220,000; AID 782; inhibition, % at 21.7 µM;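 also: 0% = full FRET control wells and 100% = background wells lacking eIF4GI fragment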
hK5 inh: kallikrein 5 (human) inhibition; Q9Y337; recombinant hK5, fluorogenic AMC substrate cleavage; inhibition, % at 5 µM; hit rate 0.59% among 210,000; AID 873;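 active = inhibition of 40% or more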;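 also: 0% = enzyme controls without compound and 100% = no-enzyme blanks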
NCF1 inh: inhibitors of human p47phox binding | P14598 | p47phox/p22phox peptide binding, fluorescence polarization, 2 h | hit rate 0.53% among 220,000 | inhibition, % at 24.7 µM;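 also: 0% = p47phox with labelled peptide and 100% = labelled peptide alone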
thrombin 1536: inhibitors of human thrombin; alpha-thrombin, Boc-VPR-AMC fluorogenic substrate cleavage; inhibition, % at 5 µM; hit rate 0.26% among 220,000; AID 1046;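 active = inhibition at or above 40%; inactive = inhibition below 40%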;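 also: 0% = enzyme with no compound and 100% = wells without enzyme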
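Assay system: human alpha-thrombin enzyme. Reagent: Boc-VPR-AMC substrate, 15 µM final. Compound dosing: one concentration per compound, 5 µM, with 0.2% DMSO. Incubation: room-temperature reaction. Technique: AMC fluorescence, 355/460 nm. Measure: % inhibition relative to enzyme controls and enzyme-free blanks.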
EBV gp42 inh: blocks Epstein-Barr virus glycoprotein 42 binding; inhibition, % (tested at 21.74 µM); Q1HVG2; Fluorescence polarization binding assay, mP read-out; hit rate 0.42% among 220,000; in the data active = inhibition above about 50%
Cl transport mod: modulates chloride dependent transport by human KCC2; Q9H2X9; KCC2 cells, thallium flux FluoZin-2 fluorescence; B-score of Tl+ flux slope (higher = more flux/activation; lower = inhibition) at 10 µM; hit rate 2.2% among 190,000;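 active = thallium flux slope and its plate-corrected score both differing from the plate sample mean at a set confidence after two filtering rounds, in either direction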;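 also: slope of fluorescence scaled to starting intensity during 10 to 20 s after thallium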
14-3-3 Bad inh: disrupts binding of bovine 14-3-3 zeta to phospho-Bad peptide | P63103 | TR-FRET 14-3-3zeta/Dy647-pBad peptide displacement, 1 h | inhibition, % at 21.7 µM | hit rate 0.71% among 220,000 | AID 781;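 active = inhibition above about 70%, limit read from the data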;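 also: 0% = full 14-3-3 plus peptide FRET controls and 100% = background without 14-3-3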
Furin inh: blocks human furin protease activity | P09958 | purified furin, fluorogenic substrate cleavage | inhibition, % at 30 µM | hit rate 0.061% among 220,000 | AID 463115; in the data active = inhibition above about 25%; also: inactives centre near -15
Numbers without * were called inactive; . = no result given; [ ] = dose if it differs, or a comment.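 The calls were made as follows, unless noted: active = inhibition above about 30% (limit read from the data); inactive = the rest.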

#1 Cc1ccc(CNC(=O)CCCc2nc3ccccc3s2)cc1
#2 C/C(=N\NC(=O)c1ccc(Cl)cc1)c1ccc(Br)s1
#3 COc1ccc(-n2c(SCC(=O)Nc3ccccc3)nc(O)cc2=O)cc1
#4 OCCN1CCN(c2ncnc3c2sc2nc(N4CCOCC4)c4c(c23)CCC4)CC1
#5 C(=C\N1CCCCCC1)/c1nnnn1-c1ccc(-c2ccccc2)cc1
#6 COc1ccc(S(=O)(=O)N(CC(=O)NCc2ccco2)C2CCCCC2)cc1OC
#7 CC(C)c1ccc(/C=N/NC(=O)c2cc(-c3cccc([N+](=O)[O-])c3)n[nH]2)cc1
#8 O=S(=O)(/N=C(/Nc1ccc(F)cc1F)c1ccc(Cl)cc1)c1ccccc1
screen / no. | 1 | 2 | 3 | 4 | 5 | 6 | 7 | 8
Rad51 HR inh | 20 | 4 | . | 4 | -13 | 4 | 7 | 1
eIF4E 4G PPI | 1 | -3 | -5 | 5 | 3 | 0 | -2 | -6
hK5 inh | -15 | -4 | 7 | -1 | 1 | -12 | -2 | -2
NCF1 inh | -11 | -1 | -85 | 3 | -44 | -4 | -1 | -1
thrombin 1536 | -2 | -2 | 3 | 1 | -2 | 2 | -5 | -1
EBV gp42 inh | -26 | -11 | -11 | -13 | -15 | 9 | 3 | -8
Cl transport mod | -2.5 | . | -0.034 | -1.4 | -0.11 | -1.1 | -2.6 | -0.16
14-3-3 Bad inh | 4 | 18 | 4 | -2 | 1 | -3 | 2 | -5[fluorescence artefact?]
Furin inh | -26 | 2[20 µM] | -30 | -8 | -17 | -5 | -1 | -13[20 µM]

#9 CCOC(=O)c1c(NC(=O)CCC(=O)NCc2ccco2)sc2c1CCCC2
#10 COc1cc(C2N(c3ccc(Cl)c(Cl)c3)C(=O)C3CCCN32)cc(OC)c1OC (centres undefined)
#11 Cc1c(C)c(C)c(/C=[N+](/C)[O-])c(C)c1C
#12 CNn1cnc2ccsc2c1=O
#13 Cc1ccccc1NC(=O)N1C2CCC1CC(O)(c1cccnc1)C2 (centres undefined)
#14 COc1ccc2ccccc2c1/C=N/NC(=O)c1cccc(Br)c1
#15 CCCCCOC(=O)C1=C(C)Nc2ncnn2C1c1cccs1 (centres undefined)
#16 Cc1nn(-c2ccccc2)c(CC(C)(C)C(=O)O)c1C(=O)O
screen / no. | 9 | 10 | 11 | 12 | 13 | 14 | 15 | 16
Rad51 HR inh | 0 | -4 | -20 | 1 | -1 | 8 | -8 | 8
eIF4E 4G PPI | 2 | 1 | 8 | 4 | -4 | 5 | 2 | -1
hK5 inh | -3 | 0 | -6 | 29 | 6 | -10 | -1 | -15
NCF1 inh | -3 | -12 | -6 | -9 | -1 | -12 | -12 | -1
thrombin 1536 | -4 | 5 | -3 | 13 | 4 | -2 | 3 | -1
EBV gp42 inh | 0 | -12 | -11 | -14 | -17 | 0 | -10 | 1
Cl transport mod | -0.7 | 0.62 | -0.66 | -0.061 | -0.055 | -2.1 | . | -0.24
14-3-3 Bad inh | -5 | 4 | 2 | 6 | 8 | -1 | 1 | 2
Furin inh | -21 | -11 | -23 | -7 | -15[20 µM] | -19 | -30[20 µM] | 22[20 µM]

#17 COc1cccc(NC(=S)N(CCCN2CCN(C)CC2)Cc2ccco2)c1
#18 COc1cc2c(C(=O)N3CCCc4ccccc43)cn(C)c(=O)c2cc1OC
#19 Cc1ccc(S(=O)(=O)N2CCN(C(=O)CSc3nnnn3C)CC2)c(C)c1
#20 Cc1cc(C)c(C#N)c(Oc2ccc(F)cc2)n1
#21 CCOC(=O)c1ccc(-n2c(=O)[nH]c3ccccc3c2=O)cc1
#22 O=C(Nc1ccc(F)cc1)N(Cc1cccs1)Cc1cc2cc3c(cc2[nH]c1=O)OCO3
#23 COc1cc(/C=N/NC(=O)c2cccnc2)ccc1OC(=O)c1ccc([N+](=O)[O-])cc1
#24 Cc1ccc(-n2nc(-c3ccccc3)cc2Nc2ccccc2N)cc1
screen / no. | 17 | 18 | 19 | 20 | 21 | 22 | 23 | 24
Rad51 HR inh | -5 | -4 | 1 | 6 | 6 | 3 | 1 | 2
eIF4E 4G PPI | -2 | . | -1 | -4[fluorescence artefact?] | 4 | 1 | -8 | 7[fluorescence artefact?]
hK5 inh | 1 | 7 | -5 | 14 | -7 | -8 | -10 | -3
NCF1 inh | -3 | -7 | 4 | -9 | 4 | -6 | 0 | -6
thrombin 1536 | 1 | -6 | -16 | -1 | -4 | -6 | 5 | -2
EBV gp42 inh | -6 | -20 | -2 | -5 | 0 | 3 | -1 | 1
Cl transport mod | 1.2 | -3.7 | 0.95 | 0.92 | . | 0.18 | -0.66 | -0.034
14-3-3 Bad inh | -2 | . | -1 | -6[fluorescence artefact?] | -11 | 1 | 19 | -6[fluorescence artefact?]
Furin inh | -11 | -3 | -11 | -19[20 µM] | -7[20 µM] | -25 | -17 | -27

Complete entries, looked up by structure. Order of screens: Rad51 HR inh, eIF4E 4G PPI, hK5 inh, NCF1 inh, thrombin 1536, EBV gp42 inh, Cl transport mod, 14-3-3 Bad inh, Furin inh
Cc1ccccc1NC(=O)N1C2CCC1CC(O)(c1cccnc1)C2 (centres undefined) reads -1, -4, 6, -1, 4, -17, -0.055, 8, -15[20 µM]
C(=C\N1CCCCCC1)/c1nnnn1-c1ccc(-c2ccccc2)cc1 reads -13, 3, 1, -44, -2, -15, -0.11, 1, -17

The results go on:
#25 CC1=NN(c2cccc(Cl)c2)C(=O)C1
#26 CC(=O)Oc1ccc(NC(=O)C2CCCCC2)c(C(=O)O)c1
#27 CCOC(=O)c1ccc(NC=C2C(=O)OC3(CCCCC3)OC2=O)cc1
#28 COc1ccccc1N1CCN(C(=O)Nc2ccc(F)c(Cl)c2)CC1
#29 N#C/C(C(=O)c1ccccc1)=C1/CCCCCN1
#30 COc1ccc(N(CC(=O)NCCSc2ccccc2)S(C)(=O)=O)cc1
#31 CCOc1ccc(/C=C2\SC(=S)N(N3C(=O)C4CC4C3=O)C2=O)cc1 (centres undefined)
#32 C[N+]1(C2CCC3CCCC2C3O)CCCCC1 (centres undefined)
screen / no. | 25 | 26 | 27 | 28 | 29 | 30 | 31 | 32
Rad51 HR inh | 22 | -1 | 9 | 16 | -9 | -1 | 12 | 1
eIF4E 4G PPI | -13 | 1 | 9 | 1 | 15 | 2 | 6 | 11
hK5 inh | 9 | -6 | 12 | . | -18 | 1 | -1 | 0
NCF1 inh | -7 | -6 | 11 | -1 | -2 | 1 | -3 | -5
thrombin 1536 | 2 | -2 | -2 | -3 | 0 | -9 | -3 | -5
EBV gp42 inh | -7 | -9 | -16 | -2 | 11 | -27 | 0 | 14
Cl transport mod | 0.13 | 0.6 | 0.72 | -0.86 | 0.72 | -2.8 | 0.54 | 0.15
14-3-3 Bad inh | 4 | 24 | 2 | -16 | -8 | -8 | -12 | 12
Furin inh | -25 | -12[20 µM] | -18[20 µM] | -29 | -4 | -26 | -15 | -7

#33 CCOC(=O)Cc1nnn(CC(=O)OCC)n1
#34 CCCCOCCCNC(=O)C1CCCCC1
#35 COc1cc(/C=C2\SC(=N)N(c3ccc(F)cc3)C2=O)ccc1O
#36 CCCOc1ccc(OCCOCCN2CCc3ccccc3C2)cc1
#37 CCOc1ccccc1/C=N/NC(=O)CNC(=O)c1ccc(S(=O)(=O)N2CCOCC2)cc1
#38 CCOc1cccc2sc(N(CCCN(C)C)C(=O)Cc3ccccc3)nc12
#39 CC(=O)/C=C\c1cn(-c2ncc(C(F)(F)F)cc2Cl)c2ccccc12
#40 Cc1cc2c(c(=O)n1CC1CCCO1)C(c1ccco1)C(C#N)=C(N)O2 (centres undefined)
screen / no. | 33 | 34 | 35 | 36 | 37 | 38 | 39 | 40
Rad51 HR inh | -3 | -2 | -13 | -1 | 3 | 8 | 1 | 0
eIF4E 4G PPI | 1 | 0[fluorescence artefact?] | -34 | -10 | 4 | 3 | -6[fluorescence artefact?] | .
hK5 inh | 4 | 41* | -12 | -25 | 0 | -2 | -4 | -8
NCF1 inh | -10 | -1 | -9 | -2 | -9 | -9 | -13 | -13
thrombin 1536 | -1 | 13 | 0 | -2 | -3 | -2 | -2 | -7
EBV gp42 inh | -9 | -4 | 15 | -21 | -1 | 1 | -10 | -15
Cl transport mod | 0.0057 | 0.56 | -1 | 1.1 | 0.31 | 0.22 | . | .
14-3-3 Bad inh | 4 | 12 | 7 | 41 | 10 | -5 | -3[fluorescence artefact?] | .
Furin inh | -10[20 µM] | -18 | -9 | -15[20 µM] | -21 | -15 | -4[20 µM] | -12

#41 Cn1c2c(c(=O)n(C)c1=O)C(C(F)(F)F)(C(F)(F)F)N=C(c1ccc(Cl)cc1)N2
#42 CO/N=C(\Cn1ncc(N2CCOCC2)c(Br)c1=O)c1ccc(Cl)cc1
#43 CCOc1ccc(C(CC(=O)O)NC(=O)C23CC4CC(CC(C4)C2)C3)cc1 (centres undefined)
#44 Cc1ccc(-c2cc(-c3ccccc3)no2)c(O)c1
#45 Cc1cc2c([nH]c3ccccc32)c2c1OC(C)(C)C=C2
#46 Nc1ccc(Cl)c(S(=O)(=O)Nc2cccc(Cl)c2)c1
#47 CCOC(=O)c1[nH]c(COC(=O)C2CC(=O)N(Cc3ccccc3)C2)c(C(=O)OCC)c1C (centres undefined)
#48 COc1ccc(OCC(=O)N/N=C/c2ccc(O[C@@H]3O[C@H](CO)[C@@H](O)[C@H](O)[C@H]3O)cc2)cc1
#49 Cc1ccc(/C=C2\CC(C)CC3=C2NC(=S)NC3c2ccc(C)cc2)cc1 (centres undefined)
#50 Cc1c(CN2CCCC(CO)(Cc3cccc(Cl)c3)C2)cnn1C (centres undefined)
#51 Cc1noc(C)c1COc1ccc(C(=O)OCC(=O)N2CC(=O)Nc3ccccc32)cc1
screen / no. | 41 | 42 | 43 | 44 | 45 | 46 | 47 | 48 | 49 | 50 | 51
Rad51 HR inh | 5 | . | 5 | -1 | 2 | 11 | -1 | 0 | 4 | -8 | -5
eIF4E 4G PPI | 0 | 2 | -4 | -3 | -11 | 2 | -7 | -2 | -14 | 0 | 5
hK5 inh | 1 | . | 0 | -5 | 2 | -5 | -5 | -1 | -2 | -5 | -6
NCF1 inh | -3 | -1 | -2 | -11 | 3 | -6 | -3 | 4 | -14 | -21 | -5
thrombin 1536 | 1 | 1 | -4 | -6 | 3 | -6 | -5 | 3 | -4 | 1 | -4
EBV gp42 inh | -6 | 2 | 4 | -18 | -13 | -6 | -22 | -19 | -10 | -11 | 1
Cl transport mod | . | 0.32 | 0.11 | -0.11 | -0.013 | -1.5 | . | -0.26 | . | -0.22 | 0.012
14-3-3 Bad inh | 14 | 6 | 2[fluorescence artefact?] | 4 | -5 | -12 | -11 | 4[fluorescence artefact?] | -7 | -9 | 0
Furin inh | -18[20 µM] | -25 | -8 | -20 | -27 | -22 | -6 | -13[20 µM] | -21 | -15 | -19[20 µM]

Arranged by the number under hK5 inh (lowest first): seven of the compounds above
| no. | structure | hK5 inh |
| --- | --- | --- |
| 36 | CCCOc1ccc(OCCOCCN2CCc3ccccc3C2)cc1 | -25 |
| 22 | O=C(Nc1ccc(F)cc1)N(Cc1cccs1)Cc1cc2cc3c(cc2[nH]c1=O)OCO3 | -8 |
| 39 | CC(=O)/C=C\c1cn(-c2ncc(C(F)(F)F)cc2Cl)c2ccccc12 | -4 |
| 9 | CCOC(=O)c1c(NC(=O)CCC(=O)NCc2ccco2)sc2c1CCCC2 | -3 |
| 4 | OCCN1CCN(c2ncnc3c2sc2nc(N4CCOCC4)c4c(c23)CCC4)CC1 | -1 |
| 10 | COc1cc(C2N(c3ccc(Cl)c(Cl)c3)C(=O)C3CCCN32)cc(OC)c1OC (centres undefined) | 0 |
| 25 | CC1=NN(c2cccc(Cl)c2)C(=O)C1 | 9 |
